Gli-Sufu antag: antagonists of Gli-Sufu signaling; Sufu-KO-LIGHT fibroblasts, Gli luciferase reporter luminescence; inhibition, % at 5 µM; 340,000 compounds, 0.74% hits;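 active means inhibition above about 55%, limit read from the data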;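 further: 0% = DMSO-treated cells and 100% = wells with medium but no cells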
697 NFkB inh: lowers PMA/ionomycin-induced NF-kB signal in 697 B cells; inhibition, % at 4 µM; 697 B-cell NF-kB luciferase reporter, 16 h; 330,000 compounds, 0.33% hits; in the data active means inhibition above about 35%
EBI2 antag: blocks human EBI2 receptor beta-arrestin signaling; P32249; EBI2 beta-arrestin recruitment, luminescence, 7a,25-OHC stimulated; inhibition, % at 5 µM; 360,000 compounds, 0.81% hits; in the data active means inhibition above about 38%;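 further: enzyme fragment complementation signal reports receptor beta-arrestin coupling in cells; 0% = agonist plus DMSO wells and 100% = wells without agonist; some results beyond the cut were filed as inactive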
Target sequence (P32249 whole entry, looked up, the tested form may be a part): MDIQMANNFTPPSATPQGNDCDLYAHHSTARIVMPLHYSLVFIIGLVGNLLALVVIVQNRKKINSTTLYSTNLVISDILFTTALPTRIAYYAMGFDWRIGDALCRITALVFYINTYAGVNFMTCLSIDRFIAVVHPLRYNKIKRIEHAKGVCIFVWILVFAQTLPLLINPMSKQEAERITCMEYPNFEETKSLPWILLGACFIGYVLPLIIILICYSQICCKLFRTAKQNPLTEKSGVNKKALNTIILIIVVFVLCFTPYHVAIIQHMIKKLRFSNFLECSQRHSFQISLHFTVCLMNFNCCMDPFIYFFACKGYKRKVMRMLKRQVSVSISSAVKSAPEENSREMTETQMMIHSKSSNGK
UPR CHOP act: apoptotic UPR (CHOP) activation. CHO-CHOP luciferase reporter, luminescence; percent of tunicamycin response over DMSO baseline. 330,000 compounds, 0.34% hits. activation, % at 10 µM;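 active means at 10 µM dose, activation of 40% or more, normalized to positive control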;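 further: 100% = tunicamycin at 10 µg/mL and 0% = DMSO alone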
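System: CHO CHOP reporter cells. Amount: 500 cells per well. Buffer or medium: F12 medium, 10% FBS. Compound dosing: one dose, 10 µM in 0.5% DMSO. Incubation: 6 h compound exposure at 37 °C after overnight seeding. Technique: Steady-Glo luciferase luminescence. Benchmarks: tunicamycin and DMSO controls.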
Mdm2 MdmX PPI: disrupts the human Mdm2-MdmX interaction. inhibition, % at 8 µM. 330,000 compounds, 3% hits. SaOS-2 split-luciferase Mdm2/MdmX complementation, luminescence. O15151+Q00987;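 active means inhibition of at least 50% at 8 µM in the primary screen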
CCR6 antagonist: blocks CCL20-driven beta-arrestin recruitment at human CCR6. inhibition, % at 20 µM. 340,000 compounds, 0.49% hits. CHO-K1 CCR6 PathHunter beta-arrestin, luminescence, CCL20-stimulated;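 active means compounds whose inhibition of the agonist-driven luminescence signal at 20 µM reaches about 50%, limit read from the data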;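 further: cells stimulated with CCL20 at 14 nM final; plate controls were DMSO with CCL20 for no effect and DMSO without agonist for full effect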
Target sequence (P51684 whole entry, looked up): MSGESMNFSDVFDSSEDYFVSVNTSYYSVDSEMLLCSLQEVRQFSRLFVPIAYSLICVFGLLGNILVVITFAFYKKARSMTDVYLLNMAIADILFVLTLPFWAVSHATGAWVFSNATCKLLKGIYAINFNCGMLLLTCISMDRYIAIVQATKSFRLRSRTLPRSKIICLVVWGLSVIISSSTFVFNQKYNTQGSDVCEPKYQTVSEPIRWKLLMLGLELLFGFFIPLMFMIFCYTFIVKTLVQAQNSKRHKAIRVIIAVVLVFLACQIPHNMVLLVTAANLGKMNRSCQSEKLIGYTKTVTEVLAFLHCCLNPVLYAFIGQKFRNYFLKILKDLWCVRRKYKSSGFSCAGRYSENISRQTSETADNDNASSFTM
Jurkat NFkB inh: lowers PMA/ionomycin-induced NF-kB signal in Jurkat cells; PMA/ionomycin-induced NF-kB luciferase reporter, luminescence; inhibition, % at 4 µM; 330,000 compounds, 0.53% hits; AID 435003; in the data active means inhibition above about 50%
CXCR6 block: blocks human CXCR6 beta-arrestin recruitment. CHO-K1 PathHunter CXCR6 beta-arrestin, luminescence. inhibition, % at 20 µM. 360,000 compounds, 0.36% hits. AID 602244; in the data active means inhibition above about 34%, passing the limit was not always enough;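 further: antagonist mode with CXCL16 agonist at 10 nM final; 0% = 10 nM CXCL16 with DMSO and 100% = unstimulated wells without agonist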
Target sequence (O00574 whole entry, looked up): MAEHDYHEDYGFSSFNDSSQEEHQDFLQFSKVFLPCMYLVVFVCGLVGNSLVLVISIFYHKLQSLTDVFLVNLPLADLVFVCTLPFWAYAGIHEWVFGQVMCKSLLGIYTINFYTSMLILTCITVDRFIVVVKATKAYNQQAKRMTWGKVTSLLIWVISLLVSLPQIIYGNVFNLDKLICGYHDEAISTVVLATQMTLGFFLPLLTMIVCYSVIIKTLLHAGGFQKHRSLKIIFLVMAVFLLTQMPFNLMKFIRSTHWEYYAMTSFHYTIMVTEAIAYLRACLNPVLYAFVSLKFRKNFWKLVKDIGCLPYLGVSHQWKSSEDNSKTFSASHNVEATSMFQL
UPR XBP1 act: activators of adaptive arm of unfolded protein response (XBP1); CHO-XBP1 luciferase reporter, IRE1-XBP1 UPR activation, luminescence; percent of tunicamycin response, DMSO as zero; activation, % at 20 µM; 330,000 compounds, 0.33% hits;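 active means versus positive control, 20 µM dose yields 30% or more activation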;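 further: 100% = tunicamycin at 10 µg/mL and 0% = DMSO only wells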
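Material: CHO-XBP1 cells stably carrying IRE1-XBP1-driven luciferase reporter | Medium: F12 with 10% serum | Compound dosing: 20 µM single concentration, DMSO 1% | Incubation: Overnight seeding at 37 °C, 6 h compound treatment at 37 °C | Detection: Steady-Glo luminescence read | Read-out basis: % activation of reporter signal versus tunicamycin and DMSO controls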
The depositor's hits bear a star; nt = no result given.

Sample of the layout, three compounds:
SMILES	Gli-Sufu antag	697 NFkB inh	EBI2 antag	UPR CHOP act	Mdm2 MdmX PPI	CCR6 antagonist	Jurkat NFkB inh	CXCR6 block	UPR XBP1 act
O=C(NCC1CCCO1)c1c(O)c2ccccc2[nH]c1=O (stereo not drawn)	-22	-58	-8	1.9	-5	-11	-7	-2	-1
Cc1ccc2[nH]c(=O)c(CN(CCN3CCOCC3)C(=O)Nc3ccccc3F)cc2c1	17	nt	-3	nt	nt	-3	nt	-7	nt
NC(=O)c1ccsc1NC(=O)COC(=O)c1ccc([N+](=O)[O-])o1	2	7	-27	0.2	-7	-5	0	-30	-3

This part in full, previewed entries included:
SMILES	Gli-Sufu antag	697 NFkB inh	EBI2 antag	UPR CHOP act	Mdm2 MdmX PPI	CCR6 antagonist	Jurkat NFkB inh	CXCR6 block	UPR XBP1 act
O=C(NCC1CCCO1)c1c(O)c2ccccc2[nH]c1=O (stereo not drawn)	-22	-58	-8	1.9	-5	-11	-7	-2	-1
Cc1ccc2[nH]c(=O)c(CN(CCN3CCOCC3)C(=O)Nc3ccccc3F)cc2c1	17	nt	-3	nt	nt	-3	nt	-7	nt
NC(=O)c1ccsc1NC(=O)COC(=O)c1ccc([N+](=O)[O-])o1	2	7	-27	0.2	-7	-5	0	-30	-3
O=C(Oc1ccc2c(c1)O/C(=C\c1ccncc1)C2=O)c1ccccc1	1	5	-3	-2.3	20	20	3	1	3
c1ccc(CCc2nn3c(-c4ccncc4)nnc3s2)cc1	-8	-1	5	-1.4	69*	6	7	-5	5
O=C(NCc1ccco1)c1cc(S(=O)(=O)NC2CC2)ccc1Br	-1	9	2	0.0	17	8	1	3	0
O/N=C\c1cccn1-c1ccc(Br)cc1	-12	4	-2	1.6	27	-10	8	12	0
CCN(C(=O)c1cc2c(=O)n3ccccc3nc2n1CCCOC)C1CCCCC1	nt	-24	7	-1.0	0	15	-15	-2	6
COc1ccc2c(=O)cc(C(=O)O)oc2c1	5	9	1	-1.0	-10	-5	-22	-6	-1
Cc1ccc(S(=O)(=O)N2C[C@@H]3CCCC[C@@H]3[C@@H](C)[C@H]2c2cn(Cc3ccccc3)c3ccc(F)cc23)cc1	73*	-4	7	18	30	16	nt	-9	4
CCOC(=O)c1nnn(-c2nonc2OC)c1-c1ccccc1	-3	5	-1	-0.3	-17	-1	3	-14	0
CC1=CC(C)(C)NC(=S)N1c1ccc(C)cc1	2	3	-6	-2.1	-7	11	14	-2	2
CC(Oc1ccccc1)C(=O)Nc1cccc(-c2nc3ccccc3[nH]2)c1 (stereo not drawn)	-22	-28	-4	2.1	-3	-3	-11	-6	0
CCOc1ccccc1/C=N/OCC(=O)NCc1ccc(F)cc1	3	-30	-8	-0.3	-20	10	-2	17	2
COC(=O)c1ccc(COc2ccccc2OC)o1	2	5	3	3.5	24	-6	-10	-6	-1
Cc1ccnc(NS(=O)(=O)c2ccc(NC(=O)c3cc(=O)c4ccccc4o3)cc2)n1	26	5	-5	-2.5	-4	11	11	8	-1
CCc1cccc(NC(=S)N(CCN(C)C)C2CCN(C(C)C)CC2)c1	2	4	0	0.6	20	2	-4	-6	1
CCCn1c(CN2CCN(C(=O)OCC)CC2)nc2cc(NC(C)=O)ccc21	8	-9	9	1.5	21	-2	13	8	1
COC(=O)c1cc(NC(=O)CN(c2ccccc2OC)S(=O)(=O)c2ccccc2)ccc1Cl	-18	2	11	-0.1	19	4	-8	0	2
Nc1nc(Nc2ccccc2)nc(NC2CCCCC2)c1[N+](=O)[O-]	-4	-24	27	3.0	27	27	-2	0	43*
CCCCN1C(N)=NC[C@@H]1CCCCN	-5	18	-1	-0.4	6	4	1	8	1
COC(=O)[C@H](Cc1ccccc1)NC(=O)N1CC(C)OC(C)C1 (stereo partly drawn)	13	16	-1	-3.3	19	11	-5	8	-4
C=CCN1C(=O)C2(c3ccccc31)C1CCCC=C1C(C#N)=C(N)C2(C#N)C#N (stereo not drawn)	-13	-5	4	-0.9	-4	27	2	7	-1
CN1C(=O)c2ccccc2NC(=O)[C@]12O[C@@H]2c1cccc(O)c1	-15	20	0	0.4	15	0	2	-3	-5
CCOC(=O)C1=C(C)N=c2s/c(=C\c3ccc(O)c([N+](=O)[O-])c3)c(=O)n2C1c1ccccc1OC (stereo not drawn)	-9	3	2	2.0	13	49	4	31	-1
CCOc1ccc(C(C)NC(=O)c2ccc3c(c2)NC(=O)C(C)S3)cc1OCC (stereo not drawn)	-13	6	1	0.6	16	3	15	-2	0
CC(C)c1ccccc1NC(=O)COC(=O)Cc1cccc(C(F)(F)F)c1	-11	4	2	0.2	15	5	-8	-2	-1
COc1ccc(NC(=S)Nc2cc(C)[nH]n2)cc1Cl	-17	-39	1	5.8	-6	13	-29	1	-1
COc1ccc(CC(=O)n2c(CC#N)nc3ccccc32)cc1OC	2	12	-6	-0.7	-20	1	2	0	2
CSc1ccccc1C(=O)N(C)Cc1ccccc1	-5	7	5	0.4	18	2	-1	10	-6
Cc1ccc(NC(=O)c2cnccn2)c(OC(F)F)c1	6	4	-3	-1.6	10	-5	10	10	-2
O=C(O)/C=C/C(=O)NNC(=O)c1cc(-c2ccccc2)n[nH]1	-4	10	-6	-1.3	17	3	-4	-7	-1
O=C(NCCCN1CCOCC1)c1cc2c([nH]c3ccccc32)c(-c2cccc(Br)c2)n1	17	5	14	4.6	34	4	-11	-2	2
COc1ccc(CCNC(=O)c2ccncc2)cc1OC	4	3	5	-0.7	12	-12	-5	4	0
COc1ccc(OC)c(N(CC(=O)NCCSc2ccccc2)S(C)(=O)=O)c1	6	1	6	1.2	9	-10	-4	-6	-2
O=C(COC(=O)c1cc([N+](=O)[O-])ccc1NCCO)Nc1cccnc1Cl	-6	15	-3	-0.9	2	2	-4	6	-3

Part of the list above, with values under each structure.
Results follow in this order: Gli-Sufu antag | 697 NFkB inh | EBI2 antag | UPR CHOP act | Mdm2 MdmX PPI | CCR6 antagonist | Jurkat NFkB inh | CXCR6 block | UPR XBP1 act
CSc1ccccc1C(=O)N(C)Cc1ccccc1
  -5 | 7 | 5 | 0.4 | 18 | 2 | -1 | 10 | -6
Cc1ccc(NC(=O)c2cnccn2)c(OC(F)F)c1
  6 | 4 | -3 | -1.6 | 10 | -5 | 10 | 10 | -2

Further results follow:
SMILES	Gli-Sufu antag	697 NFkB inh	EBI2 antag	UPR CHOP act	Mdm2 MdmX PPI	CCR6 antagonist	Jurkat NFkB inh	CXCR6 block	UPR XBP1 act
O=[N+]([O-])c1ccc(Sc2ncc3ccccn23)nc1	9	-15	4	1.2	1	2	5	-11	1
CCCCc1cc2c(c(NC(C)=O)n1)c(=O)oc1ccccc12	nt	-10	nt	-0.4	-4	nt	-4	nt	0
O=C(O)c1cccc(-n2cccc2/C=C2/NC(=O)N(c3ccc(Cl)cc3)C2=O)c1	3	nt	5	nt	nt	45	nt	15	nt
CNC[C@H]1Oc2c(NS(=O)(=O)c3ccc(F)cc3)cccc2C(=O)N([C@H](C)CO)C[C@@H]1C	-4	6	1	-0.1	7	1	-10	-8	0
CCC(=O)N1CCCc2ccccc21	-1	1	-5	-0.9	7	5	-2	11	-1
O=C1CCC/C=C\C[C@@H](CC(=O)N(CCO)Cc2ccccc2)C(=O)N[C@H](Cc2c[nH]c3ccccc23)CO1	-1	-14	3	-0.9	1	11	-12	-2	4
COc1ccccc1C(=O)NC(=S)Nc1ccc(N2CCCC2)cc1	-16	-24	-12	3.1	12	0	-21	-4	-1
O=C(Cn1cc([N+](=O)[O-])ccc1=O)N1CCCc2ccccc21	-7	15	-1	-0.6	9	16	-2	15	-3
N#Cc1c2c(c(-n3cnc4ccccc43)n3c1nc1ccccc13)CCC2	-13	-6	0	-1.8	-10	6	4	9	-4
O=C(NC1CCN(S(=O)(=O)c2ccc(Cl)cc2)CC1)c1cccnc1	-16	13	-12	0.6	10	15	-4	-8	-1
Cc1cc(Br)c2[nH]cc(CCNC(=O)c3ccco3)c2c1	13	-13	-24	0.7	12	9	-12	2	-3
CN(C)C(CNC(=O)c1ccc(NS(=O)(=O)c2cccc([N+](=O)[O-])c2)cc1)c1ccco1 (stereo not drawn)	-6	19	-8	0.0	12	5	8	3	1
Cc1ccnc(NC(=O)C2CCN(S(=O)(=O)c3ccc4c(c3)CC(C)N4C(=O)C3CCC3)CC2)c1 (stereo not drawn)	-12	-1	15	-1.8	22	16	-4	-2	-8
C=CCc1ccc(OC)c(OC)c1	2	21	-2	0.2	6	5	-15	1	-5
CC(C)NC(=O)N(O)C1N(Cc2ccc3c(c2)OCO3)C(=S)SC1(C)C (stereo not drawn)	-1	15	-2	1.2	19	10	-9	-9	0
Cc1csc(SCC(=O)NCc2cccc(Cl)c2)n1	2	14	-1	-0.4	4	-11	4	4	2
CC(C)(C)C1CCc2onc(C(=O)Nc3cccc(O)c3)c2C1 (stereo not drawn)	nt	-57	40	3.4	40	nt	0	-4	4
C[C@H](NC(=O)c1nc[nH]c1C(=O)N[C@@H](Cc1ccccc1)C(=O)OCc1ccccc1)c1ccccc1	-11	-5	-19	-1.6	6	0	1	8	-3
COc1ccc(CCNS(=O)(=O)c2cn(C)cn2)cc1OC	5	2	4	-1.2	24	-4	-1	-4	2
COc1ccc(-c2c(C)nn3c(N)c(-c4ccccc4)cnc23)cc1OC	-3	6	-5	2.9	27	-4	2	-10	10
CCc1cccc(NC(=O)C2CCCN(c3cnccn3)C2)c1 (stereo not drawn)	3	-6	-7	-0.2	19	0	2	-3	-4
COC(=O)NC1(C(F)(F)F)NC(=O)N(C2CCCCC2)C1=O (stereo not drawn)	-2	-17	-3	-1.5	-5	-3	-3	10	-1
COc1ccc(CCNC(=O)c2cc([N+](=O)[O-])ccc2N2CCOCC2)cc1	1	7	6	0.5	17	10	28	-1	-1
CCc1nnc(SCc2ccc(OC(C)C)cc2)n1N	-1	3	-7	0.9	21	18	-6	-2	-1
Cc1cc(C)c(NC(=O)CSc2nc(COc3ccccc3)nc3ccccc23)c(C)c1	7	-13	33	1.2	45	11	-7	14	53*
O=C(O/N=C\c1ccc(N2CCOCC2)c([N+](=O)[O-])c1)c1ccccc1Cl	4	11	14	1.8	0	15	-7	3	4
CCc1cc(C(=O)OC)c(NC(=O)CC2SC(N)=NC2=O)s1 (stereo not drawn)	6	11	-11	-0.2	-17	5	1	-1	3
COCCn1c(=S)[nH]c2cc(C(=O)N3CC(C)CC(C)C3)ccc2c1=O (stereo not drawn)	7	-38	4	4.5	6	9	-4	2	-6
CC(C)c1onc(C(=O)NCCc2ccccc2)c1[N+](=O)[O-]	-15	-13	2	3.1	0	2	19	-3	3
c1csc(-c2csc(-c3cccs3)n2)c1	-30	-66	4	5.3	-34	12	-76	4	4
C[C@]12CCC(=O)C=C1C=CC1C2CC[C@@]2(C)C1CC[C@@]21CCC(=O)O1 (stereo partly drawn)	-2	nt	8	nt	nt	1	nt	-3	nt
CSc1ncccc1C(=O)OCC(=O)C(C)(C)C	4	8	-6	5.4	-8	2	-3	0	9
CCN(CC(=O)NCc1cccs1)CC(=O)Nc1ccccc1C	2	-11	-2	-1.2	-45	-5	-13	1	-1
Cc1cc(=O)oc2c3c(cc(OCC(=O)Nc4ccc(CCO)cc4)c12)OC(C)(C)CC3	3	11	18	-0.4	1	7	-2	-1	10
O=C(c1ccc(CNS(=O)(=O)c2cccc(Cl)c2)cc1)N1CCCC1	12	-14	-2	-1.1	24	3	2	-1	-2
CN(C)c1nc(NCc2ccccc2)nc(N/N=C/c2cccc(Br)c2)n1	21	6	6	0.7	17	10	18	8	-5
Cc1cc2nncn2c2ccccc12	-1	-3	-5	-0.3	13	3	-10	-7	-1

Rows are unselected; any-hit rate near 5%.
